RAD52 anneal inh – inhibitors of human RAD52 DNA annealing; actives 0.46% (n = 360,000); P43351; inhibition, % at 18.7 µM; recombinant RAD52 DNA annealing, FRET fluorescence; AID 651710;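 active means every replicate showing at least 50% inhibition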
Target sequence (P43351 whole entry, looked up): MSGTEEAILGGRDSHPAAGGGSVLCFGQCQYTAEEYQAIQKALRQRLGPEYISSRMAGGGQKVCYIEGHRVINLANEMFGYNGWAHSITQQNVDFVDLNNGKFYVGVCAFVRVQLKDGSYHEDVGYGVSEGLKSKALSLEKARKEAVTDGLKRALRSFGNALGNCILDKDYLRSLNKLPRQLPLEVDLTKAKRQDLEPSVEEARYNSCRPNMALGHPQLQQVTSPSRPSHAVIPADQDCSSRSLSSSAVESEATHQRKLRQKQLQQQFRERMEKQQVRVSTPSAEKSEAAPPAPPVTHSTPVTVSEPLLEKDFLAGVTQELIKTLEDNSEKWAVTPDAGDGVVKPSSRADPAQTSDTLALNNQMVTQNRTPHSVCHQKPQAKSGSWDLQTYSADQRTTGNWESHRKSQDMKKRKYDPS
XiGFP reactiv – X-chromosome reactivation activator; AID 743238; actives 0.055% (n = 360,000); XiGFP mouse fibroblasts, % GFP-positive cells imaging, 3 d; cells co-treated with 5-aza-dC sensitizer; scaled so ellipticine positive control = 100%; activation, % at 7.58 µM;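 active means mean normalized replicate activation at least 10% and every replicate at or above 10%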;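 further: 0% = median of on-plate neutral control wells and 100% = ellipticine 6 µM median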
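Material: XiGFP fibroblasts, SV40-immortalized; Buffer or medium: DMEM containing 5-aza-dC; Compound dosing: single point; Times: 3 days compound exposure.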
EWS-Fli block – inhibitors of EWS/Fli oncoprotein transcriptional activity; A673 NR0B1-luciferase reporter, viability-normalised; inhibition, % at 12.6 µM; actives 0.67% (n = 350,000); AID 651661;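 active means mean inhibition of at least 50% after viability correction, with every replicate also passing that limit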;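 further: firefly luciferase signal divided by Alamar Blue viability fluorescence both relative to DMSO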
RAD54 branch – blocks human RAD54 Holliday junction branch migration | AID 602329 | inhibition, % at 10.4 µM | Q92698 | actives 0.14% (n = 360,000) | FAM/BHQ fluorescence;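 active means mean normalized replicate activity at least 40 and at least half of replicates scoring 40 or more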;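 further: 0% = median of neutral control wells and 100% = median of positive control wells; inhibitors cause a drop in the FAM fluorescence signal; in these data hits start at about 50%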
esBAF inh – SWI/SNF esBAF complex inhibition; actives 2% (n = 350,000); reporter increase, % at 12.5 µM; AID 602393; mouse ES cells, Bmi1-luciferase knock-in reporter, 24 h; 100% = twice the neutral-well signal; in the data active means activation above about 40%;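 further: 0% = median of the plate's neutral control wells and 100% = double that signal; a rise in the Bmi1 reporter signal indicates esBAF inhibition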
E-selectin induc – E-selectin induction on HUVECs. actives 0.37% (n = 260,000). activation, % at 7.58 µM. P16581. AID 686992. HUVEC E-selectin immunofluorescence imaging; normalized: neutral wells 0, TNF-alpha wells 100;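 active means mean E-selectin-positive cell signal at least 10% of the positive control, reached in at least 60% of replicates, without over 20% cell loss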;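 further: in these data hits start at about 27%; measured in HUVEC primary endothelial cells; signal is the percent of cells scored E-selectin positive by PE staining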
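System: HUVEC, human umbilical vein endothelial cells; quantity: 3,000 cells/well; buffer or medium: EGM-2 medium, gelatin-coated wells; dosing: single-point compound dose; detection: immunofluorescence imaging; evaluation: % PE-positive cells; benchmarks: TNF-alpha, DMSO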
FN deposit inh – fibronectin deposition inhibition; actives 0.086% (n = 350,000); inhibition, % at 12.6 µM; AID 743247; AH1F fibroblasts, Alexa488-fibronectin deposition fluorescence, overnight;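 active means mean inhibition across replicates of 30% or more, regardless of how many single replicates reach that level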;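 further: positive control wells lacked labelled fibronectin entirely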
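Material – AH1F fibroblast monolayer, labelled fibronectin deposition · Reagent – labelled fibronectin 24 nM · Timing – 1 h adhesion, overnight exposure · Measured by – fluorescence at 485 nm excitation, 525 nm emission · Read-out – inhibition of fibronectin deposition signal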
S100A4 MyoIIA – inhibitors of human S100A4 binding to myosin IIA peptide; S100A4/TAMRA-MyoIIA peptide fluorescence polarization; actives 0.14% (n = 360,000); inhibition, % at 10.7 µM; P26447;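 active means mean inhibition of at least 70% across replicates, with every replicate also reaching that level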
Target sequence (P26447 whole entry, looked up): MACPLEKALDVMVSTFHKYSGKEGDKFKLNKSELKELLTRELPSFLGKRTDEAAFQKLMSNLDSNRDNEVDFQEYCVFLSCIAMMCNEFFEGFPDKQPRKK
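Compound dosing: one dose per compound; test system: human S100A4 monomer with TAMRA-labelled myosin IIA peptide; probe or stimulus: TAMRA-labelled myosin IIA heavy-chain peptide probe, 5 nM; medium: HEPES buffer with Ca2+, pH 7.2; schedule: 5 min incubation before reading; benchmarks: neutral control DMSO, positive control TFP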
* marks the source's active call; other numbers are inactive results; nt = no result given.

mol	RAD52 anneal inh	XiGFP reactiv	EWS-Fli block	RAD54 branch	esBAF inh	E-selectin induc	FN deposit inh	S100A4 MyoIIA
Cn1nnnc1SCC(=O)Nc1cccc([N+](=O)[O-])c1	-8	0.0	-8	nt	nt	nt	nt	5
COc1ccc([C@H]2CC(=O)C=C(c3ccccc3C(F)(F)F)C2)cc1	6	0.1	3	-3	nt	0.0	-4	-1
O=C(C[C@@H]1CC[C@@H](NC(=O)Nc2ccc(C(F)(F)F)cc2)[C@@H](CO)O1)NCCN1CCCC1	8	0.1	0	-2	-4	-0.2	3	2
O=C(CN1CCN(S(=O)(=O)c2ccccc2[N+](=O)[O-])CC1)Nc1ccc(N2CCOCC2)cc1	-3	-0.1	5	nt	nt	0.4	0	-1
COCCNC(=O)C1CCC(CNS(=O)(=O)c2ccc(F)cc2)CC1 (stereo not given)	-9	0.1	-14	-3	-2	-0.1	1	-1
CC(=O)N(C)C[C@@H]1Oc2ncc(C#C[C@H](C)O)cc2C(=O)N([C@@H](C)CO)C[C@@H]1C	4	-0.4	-1	9	0	-0.4	1	1
Cc1ccc(S(=O)(=O)Nc2ccc3c(c2)CC(=O)N([C@@H](C)CO)C[C@@H](C)[C@H](CN(C)S(C)(=O)=O)O3)cc1	1	-0.1	-5	-9	-7	-11	-3	-2
CNc1ccc([N+](=O)[O-])cc1C(=O)O	-15	34*	1	nt	nt	4.2	1	2
O=c1[nH]c2ccc(S(=O)(=O)N3CCN(c4ccc(F)cc4)CC3)cc2o1	-24	0.0	4	nt	-6	1.3	9	6
C[C@@H]1CN([C@H](C)CO)C(=O)c2cc(-c3ccncc3)cnc2O[C@@H]1CN(C)C(=O)NC1CCCC1	-9	0.4	7	1	0	-0.2	13	12
CCOC(=O)c1cc2c(c(-c3cccc(Br)c3)n1)[C@@H](CCO)N(C(=O)NC(C)C)C2	nt	0.1	-9	nt	-7	-0.1	4	nt
CO[C@H]1CN(C)C(=O)c2ccc(NC(=O)Nc3ccccc3)cc2OC[C@@H](C)N(C(=O)CC2CC2)C[C@H]1C	-9	0.2	14	7	2	-0.1	-2	-37
CC(C)NC(=O)N(C)C[C@@H]1Oc2ncc(C#CC3CCCCC3)cc2C(=O)N([C@H](C)CO)C[C@H]1C	nt	0.6	-5	nt	1	0.0	nt	nt
O=C(Nc1ccc(C(F)(F)F)cc1)N[C@@H]1C=C[C@@H](CC(=O)N2CCCCC2)O[C@H]1CO	5	0.1	-12	-14	4	-0.2	0	31
CC1(c2ccccc2)NC(=O)N(CC(=O)Nc2ccc(S(=O)(=O)NC3=NCCCCC3)cc2)C1=O (stereo not given)	-12	0.0	1	3	-6	nt	6	-21
COc1ccc(NC(=O)c2cc(C)nc3ccccc23)c(OC)c1	-21	0.0	-3	nt	-6	8.6	1	-6
CCOc1ccc(S(=O)(=O)N2CCCC(C(=O)NCCN3CCOCC3)C2)cc1Cl (stereo not given)	-3	0.4	nt	-4	-2	nt	7	0
CO[C@@H](CN(C)C(=O)c1cc(Cl)cc(Cl)c1)[C@H](C)CN(C(=O)Nc1ccc(F)cc1)[C@@H](C)CO	0	0.0	-1	1	1	0.0	-5	-3
CC(=O)C(c1ccccc1)C(c1ccccc1)C(C)[N+](=O)[O-] (stereo not given)	-1	0.1	9	5	0	0.5	-6	-3
CC(C)(C)OC(=O)CNC(=O)c1nc[nH]c1C(=O)NCC(=O)OC(C)(C)C	-17	0.2	-2	-3	26	-0.4	1	31
N#C[C@@H]1[C@H](c2ccc(C#CC3CCCC3)cc2)[C@H](CO)N1S(=O)(=O)c1ccccc1	2	0.1	12	-11	1	0.0	-16	-13
CC(C)=CCCC(C)CN1CCC(n2nccc2NC(=O)c2ccc3c(c2)OCO3)CC1 (stereo not given)	-24	0.0	11	0	-8	nt	1	-1
C[C@H]1CN([C@@H](C)CO)C(=O)c2ccccc2-c2ccccc2CO[C@@H]1CN(C)Cc1cccnc1	14	0.3	-6	1	5	1.1	-7	11
CCC1S/C(=N/N=C/c2ccco2)N(Cc2ccccc2C)C1=O (stereo not given)	-34	0.2	-20	nt	1	nt	-4	-7
COC(=O)c1ccc(CN2[C@H](C(=O)OC)C[C@@]3(O)[C@@H](O)[C@@H](O)[C@@H](O)C[C@@H]23)cc1	-5	0.0	-3	0	1	0.1	-1	3
CCN(CC)C(=O)c1nc[nH]c1C(=O)N1CCc2ccccc2C1	-2	-0.3	-3	2	-11	1.1	-6	-5
CCCN(C)C[C@@H]1OCCCC[C@H](C)Oc2ccc(NC(=O)Cc3ccccc3)cc2C(=O)N([C@H](C)CO)C[C@@H]1C	24	0.0	9	2	1	0.1	nt	9
O=C1CC(=O)Nc2ccccc2N1	-11	0.0	0	-2	7	-0.3	-25	5
COc1ccc(NC(=O)N(C)C[C@@H]2Oc3ccc(NC(=O)c4ccncc4)cc3CC(=O)N([C@H](C)CO)C[C@@H]2C)cc1	-6	-0.1	1	1	-1	226*	nt	4
Cc1ccc(-c2nn(-c3ccccc3)cc2CNCc2ccccc2)cc1	45	0.0	21	nt	nt	12	1	4
COc1ccc(-n2c(=S)[nH]c3ncccc3c2=O)cc1	-15	-0.2	3	nt	2	-0.6	1	1
CCC1=C(OC(=O)N(CC)CC)N2C(=O)OC(=NCC3CC3)[C@]2(Cc2ccccc2)[C@H]2C1=CC[C@H]1C(=O)N(CC)C(=O)[C@H]12	-14	-0.1	16	-8	-3	-0.1	-10	-2
COc1ccc(NC(=O)NNC(=O)C(C)Oc2ccc(C(C)C)cc2)c(OC)c1 (stereo not given)	1	-0.2	nt	-14	nt	-0.1	-2	0
CCC(C)(C)NC(=O)C(c1cccnc1)N(C(=O)c1csnn1)c1ccccc1 (stereo not given)	-8	-1.2	13	nt	nt	nt	nt	0
C[C@H]1CCCCO[C@H](CN(C)C(=O)Nc2ccc(F)cc2)[C@@H](C)CN([C@@H](C)CO)C(=O)c2cc(NC(=O)Nc3ccccc3)ccc2O1	9	1.4	11	-5	5	-0.4	-3	-16
COc1ccc(N2CCN(C3CCCN(S(=O)(=O)c4ccc(C)cc4C)C3)CC2)cc1 (stereo not given)	-15	0.4	10	-16	9	nt	2	9
COc1ccc(Br)cc1S(=O)(=O)N(CC(=O)N1CCN(C)CC1)c1ccccc1	-12	0.2	nt	2	-2	1.8	nt	4
CCN1C[C@@H](C)[C@H](OC)CN(C)C(=O)c2ccc(NC(=O)c3ccno3)cc2OC[C@H]1C	-1	-0.1	4	0	0	0.1	-19	13
COc1cc(/C=C2\CC/C(=C\c3cc(OC)c(OC)c(OC)c3)C2=O)cc(OC)c1OC	-51	0.2	9	nt	nt	nt	nt	2
Cc1cc(=O)cc(C)n1-c1ccc(F)cc1F	-6	-0.1	-6	nt	nt	0.8	-4	-7

Shown as labelled records: entries from further up
> CCC1=C(OC(=O)N(CC)CC)N2C(=O)OC(=NCC3CC3)[C@]2(Cc2ccccc2)[C@H]2C1=CC[C@H]1C(=O)N(CC)C(=O)[C@H]12
  RAD52 anneal inh: -14	XiGFP reactiv: -0.1	EWS-Fli block: 16	RAD54 branch: -8	esBAF inh: -3	E-selectin induc: -0.1	FN deposit inh: -10	S100A4 MyoIIA: -2
> COc1ccc(NC(=O)NNC(=O)C(C)Oc2ccc(C(C)C)cc2)c(OC)c1 (stereo not given)
  RAD52 anneal inh: 1	XiGFP reactiv: -0.2	EWS-Fli block: nt	RAD54 branch: -14	esBAF inh: nt	E-selectin induc: -0.1	FN deposit inh: -2	S100A4 MyoIIA: 0
> CCC(C)(C)NC(=O)C(c1cccnc1)N(C(=O)c1csnn1)c1ccccc1 (stereo not given)
  RAD52 anneal inh: -8	XiGFP reactiv: -1.2	EWS-Fli block: 13	RAD54 branch: nt	esBAF inh: nt	E-selectin induc: nt	FN deposit inh: nt	S100A4 MyoIIA: 0
> C[C@H]1CCCCO[C@H](CN(C)C(=O)Nc2ccc(F)cc2)[C@@H](C)CN([C@@H](C)CO)C(=O)c2cc(NC(=O)Nc3ccccc3)ccc2O1
  RAD52 anneal inh: 9	XiGFP reactiv: 1.4	EWS-Fli block: 11	RAD54 branch: -5	esBAF inh: 5	E-selectin induc: -0.4	FN deposit inh: -3	S100A4 MyoIIA: -16

Next part.
mol	RAD52 anneal inh	XiGFP reactiv	EWS-Fli block	RAD54 branch	esBAF inh	E-selectin induc	FN deposit inh	S100A4 MyoIIA
Cc1ccc(/C=N/n2c(-c3ccco3)n[nH]c2=S)s1	-10	0.1	5	-3	nt	nt	14	11
CCCNC(=O)[C@H]1[C@H](CO)[C@H]2Cn3c(cccc3=O)[C@H]2N1Cc1ccccn1	-5	0.0	-1	-6	-1	0.0	nt	14
Cc1cccc(COc2ncnc3nc[nH]c23)c1	-15	0.0	-2	nt	23	0.4	-2	2
COc1cccc(N2CCN(S(=O)(=O)c3ccc(-n4cnnn4)cc3)CC2)c1	0	-0.1	nt	-1	-10	0.3	-3	-3
Cc1cc(C(=O)OCC(=O)Nc2sc3c(c2C#N)CCC(C)C3)c2ccccc2n1 (stereo not given)	-1	0.3	2	nt	nt	nt	-12	-5
C[C@@H]1CN([C@@H](C)CO)C(=O)c2cc(C#CCN(C)C)cnc2O[C@@H]1CN(C)C(=O)c1ccc(F)cc1	3	-1.1	-9	0	-7	-0.1	nt	-2
COc1ccc(C)c2sc(N(CCCN(C)C)C(=O)c3ccc(S(=O)(=O)N4CCc5ccccc5C4)cc3)nc12	95*	-0.1	58*	-1	-70	4.7	6	5
O=C(C[C@H]1CC[C@H](NC(=O)CCN2CCCCC2)[C@H](CO)O1)Nc1ccc(-c2ccccc2)cc1	-7	0.1	0	5	6	0.1	8	-20
C[C@H]1CN([C@@H](C)CO)C(=O)c2cccc(NC(=O)C3CCOCC3)c2O[C@H]1CN(C)S(=O)(=O)c1cn(C)cn1	-7	1.5	-11	5	0	-0.1	1	-17
O=C(CN1CCOCC1)NCC[C@@H]1CC[C@H](NC(=O)c2ccc3c(c2)OCO3)[C@@H](CO)O1	-4	0.0	-7	-4	-2	-0.2	9	4
CCCC(=O)OCC(=O)Nc1ccccc1C#N	-6	0.0	0	9	-2	2.0	19	-11
C[C@@H]1CN([C@@H](C)CO)S(=O)(=O)c2ccc(-c3cncnc3)cc2O[C@H]1CN(C)Cc1ccncc1	7	-0.1	6	4	7	0.2	nt	8
COc1ccccc1N1CCN(C(=O)[C@H](C)NS(=O)(=O)c2ccc3c(c2)OCCCO3)CC1	-14	0.2	3	-24	9	nt	0	-3
Cc1ccc(C(=O)Nc2ccccc2C(=O)O)cc1S(=O)(=O)NC1CCCCC1	-8	0.2	nt	-8	-7	-0.4	nt	3

Source: PubChem BioAssay (Broad Institute)

An unsorted share of the library; any-hit rate near 3%.
